# MBNL1-CUG inh = MBNL1-poly(CUG) RNA binding inhibition | TR-FRET MBNL1-His/biotin-(CUG)12 binding, 665/545 ratio | Potency, µM (doses to about 57.5 µM), without a hit: top-dose activity change, negative = inhibition, usual class: inhibitors | 280,000 compounds, 0.036% hits | AID 2675; active = well fitted inhibition curve with a large enough effect in the signal ratio, with a control signal flat, not every such curve was filed as active; inconclusive = small, poorly fitted or top-dose-only effect, or effect the other way, or a change in a side signal; inactive = no such curve, though single readings can be large or run the other way; the % refers to the signal ratio; note: % is set by controls: 0 for no effect and ±100 for the full control effect
# Target sequence (Q9NR56 whole entry, looked up): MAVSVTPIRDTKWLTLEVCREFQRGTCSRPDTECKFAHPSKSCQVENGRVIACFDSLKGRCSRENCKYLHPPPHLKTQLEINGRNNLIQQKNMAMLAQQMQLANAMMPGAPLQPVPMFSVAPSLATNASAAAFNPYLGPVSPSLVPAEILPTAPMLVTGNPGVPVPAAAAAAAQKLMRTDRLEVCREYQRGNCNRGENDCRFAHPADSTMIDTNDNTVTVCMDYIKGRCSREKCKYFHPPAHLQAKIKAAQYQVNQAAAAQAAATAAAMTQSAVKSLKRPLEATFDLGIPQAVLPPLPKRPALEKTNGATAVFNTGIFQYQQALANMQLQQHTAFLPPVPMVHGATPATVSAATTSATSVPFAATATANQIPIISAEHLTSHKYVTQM
#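 Compounds (final 92 nM to 58 uM) are added to His-tagged MBNL1 and biotin-(CUG)12, then terbium anti-His antibody and streptavidin-XL665 (5 nM final). After 60 min at room temperature, the 665/545 nm ratio is read.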
# p53 reactivation = restores transcriptional activity of mutant p53. 320,000 compounds, 0.063% hits. H1299 p53-A138V BP100-luciferase reporter, luminescence, 24 h. Potency, µM (top dose mostly 92.2 µM), for the others: at the top dose activity change, positive = activation, most hits filed as activators; note: % of control where 0% means no effect; nearly all actives have a fitted effect of over 45% in size
#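 p53-null H1299 cells stably carrying temperature-sensitive p53-A138V and a BP100-luciferase reporter were pinned with compounds (4-point, 1:5 series) and held 24 hrs at 37 deg C. Luminescence was read 10 min after detection reagent.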
# NPC1 prom act = activates the NPC1 promoter | Huh7 NPC1 promoter luciferase reporter, 24 h | Potency, µM (top dose mostly 9.22 µM), for inactives: at the top dose activation, most hits filed as activators | 320,000 compounds, 2.4% hits;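 note: % of control where 0% means no effect; nearly all actives have a fitted effect of over 60% in size; reporter is driven by a mutant NPC1 promoter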
#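 Stable NPC1-promoter luciferase Huh7 line; cpd (DMSO) 24 h, 37 °C, 5% CO2; Amplite luciferase reagent 10 min RT; luminescence readout. qHTS format.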
# Rab9 prom act = activates the Rab9 promoter. AID 485297. 320,000 compounds, 2.8% hits. Huh7 Rab9 promoter-luciferase reporter, luminescence, 24 h. Potency, µM (titrated, usually from 9.22 µM), for inactives: top-dose activation, negative = inhibition, usual class: activators; note: % of control where 0% means no effect; nearly all actives have a fitted effect of over 60% in size
#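 Stable Rab9-luc Huh7, 1500 cells/well, 2 h settle; cmpd in DMSO, 24 h, 37 °C/5% CO2; luciferase reagent 10 min RT; luminescence.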
# BRCA1 expr act = BRCA1 expression activation; MCF7-BRCA1-FFLuc reporter, luminescence, 48 h; response scale: scaled: vehicle 0%, 10 µM genistein 100%; Potency, µM (series often up to 46.1 µM), without a hit: at the highest dose activation, actives largely listed as activators; 380,000 compounds, 1.1% hits; AID 624202; note: nearly all actives have a fitted effect of over 80% in size; some results filed as inactive show a strong effect at the top dose
#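 Cells: MCF7-BRCA1-FFLuc, 2000/well. Exposure: 48 h, 37 °C, 5% CO2. Read: luminescence, 15 min post-substrate. Controls: genistein 10 microM (maximal activation), DMSO (neutral).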
# VP16 counter = Gal4-VP16 reporter inhibition counter-screen; Drosophila S2 Gal4-VP16 UAS-luciferase, luminescence, 20 h; Potency, µM (top dose mostly 53.6 µM), inactives show top-dose activity, negative = inhibition, usual class: inhibitors; 310,000 compounds, 3.5% hits;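 note: Gal4-VP16 expression switched on by copper sulfate through the metallothionein promoter; % is set by controls: 0 for no effect and ±100 for the full control effect; nearly all actives have a fitted effect of over 50% in size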
# ELG1 genotoxic = induces genotoxicity in HEK293T cells with luciferase-tagged ELG1. HEK293T ELG1-luciferase reporter, luminescence, 16 h. Potency, µM (series often up to 46 µM), for the others: top-dose activity change, positive = activation, usual class: activators. 330,000 compounds, 1.3% hits; note: % of control where 0% means no effect; nearly all actives have a fitted effect of over 60% in size
#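 Screening used a luciferase reporter fused to human ELG1 in HEK293T cells. Luminescence was read on a CCD plate imager after 16 hr exposure and 30 min ONE-Glo incubation.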
# FLuc modulator = inhibits or activates purified firefly luciferase, miR-21 counter-screen; AID 588342; Potency, µM (top dose mostly 57.5 µM), for inactives: at the top dose activity change, negative = inhibition, usual class: inhibitors; P08659; purified FLuc, Km substrates, luminescence inhibition; 360,000 compounds, 6.9% hits;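 note: plate controls were vehicle for no effect and reference inhibitor for full effect; nearly all actives have a fitted effect of over 55% in size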
# Target sequence (P08659 whole entry, looked up): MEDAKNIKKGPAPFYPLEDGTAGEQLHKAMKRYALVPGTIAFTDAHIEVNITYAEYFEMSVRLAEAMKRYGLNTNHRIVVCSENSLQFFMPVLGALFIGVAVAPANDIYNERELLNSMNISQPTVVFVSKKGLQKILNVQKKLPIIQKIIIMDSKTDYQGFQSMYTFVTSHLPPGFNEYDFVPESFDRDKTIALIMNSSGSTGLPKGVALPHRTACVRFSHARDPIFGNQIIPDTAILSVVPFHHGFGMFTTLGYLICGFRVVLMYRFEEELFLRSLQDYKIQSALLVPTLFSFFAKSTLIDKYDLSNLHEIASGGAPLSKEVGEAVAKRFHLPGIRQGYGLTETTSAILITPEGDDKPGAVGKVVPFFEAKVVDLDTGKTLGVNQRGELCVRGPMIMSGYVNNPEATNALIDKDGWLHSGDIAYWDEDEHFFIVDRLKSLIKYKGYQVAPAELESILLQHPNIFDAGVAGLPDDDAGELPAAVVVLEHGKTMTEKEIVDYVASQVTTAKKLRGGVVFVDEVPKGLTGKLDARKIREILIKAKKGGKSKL
#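 Purified P. pyralis luciferase, 10 nM final, with Km-level 10 uM D-luciferin and 10 uM ATP in 50 mM Tris acetate pH 7.5, 10 mM Mg acetate, 0.01% Tween-20, 0.05% BSA; 6-point qHTS titration about 60 µM downward; luminescence read.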
# RORgamma inh = ROR gamma (mouse) transcription inhibition; P51450; Drosophila S2 Gal4-RORgamma UAS-luciferase reporter, 20 h; Potency, µM (doses to about 53.6 µM), without a hit: top-dose activity change, negative = inhibition, actives largely listed as inhibitors; 310,000 compounds, 5.4% hits; AID 2551; note: % is set by controls: 0 for no effect and ±100 for the full control effect; nearly all actives have a fitted effect of over 60% in size
#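 A Gal4/UAS one-hybrid system in insect cells: metallothionein-promoter Gal4–ROR gamma fusion plus Photinus luciferase reporter. Copper sulfate 700 uM final, 20 hr ambient incubation, luminescent detection after 10 min with reagent.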
# uPA surface inh = inhibitors of cell surface uPA generation | cell surface uPA generation assay, qHTS | Potency, µM (doses to about 38.3 µM), for inactives: at the highest dose activity change, negative = inhibition, actives largely listed as inhibitors | 330,000 compounds, 0.31% hits | AID 540303; active = well fitted inhibition curve with a large enough effect; inconclusive = small, poorly fitted or top-dose-only effect; inactive = no such curve, though single readings can be large or run the other way; tested in mouse RAW 264.7 cells; note: % is set by controls: 0 for no effect and ±100 for the full control effect; nearly all actives have a fitted effect of over 55% in size
# * = called active by the depositor; u = inconclusive; x = no result given; [ ] = remark or other dose. Unless noted, calls come from the whole dose curve; as a rule, active = well fitted curve in the direction sought with a large enough effect; inconclusive = small, poorly fitted or top-dose-only effect, or another doubt; inactive = no such curve, though single readings can be large; an effect the other way counts as inactive or inconclusive. Potency is the fitted concentration of half-maximal effect.
# Order of values: ELG1 genotoxic, NPC1 prom act, uPA surface inh, VP16 counter, BRCA1 expr act, MBNL1-CUG inh, p53 reactivation, Rab9 prom act, FLuc modulator, RORgamma inh
CCCOc1ccc(N2C(=O)CC(N3CCC(c4nncn4CC)CC3)C2=O)cc1 (stereo not drawn)
 : x, x, 2%, 9%, -28%, -3%, x, x, 3%, 5%
CC(=O)c1ccc(NC(=S)NC(=O)/C=C/c2ccccc2)cc1
 : 11%, 29%, 1%, -14%, 51%, 6%, u, u, -10%, -24%
S=C(c1c[nH]c2ccccc12)N1CCOCC1
 : -2%, 0%, x, 3%, -1%, -6%, -1%, 0%, -7%, 20%
O=C(CSc1ccccc1)N1CCN(S(=O)(=O)c2ccccc2F)CC1
 : -7%, 0%, -2%, -16%, -5%, 4%, 3%, -1%, 0%, 28%
CCn1cc(Br)c(C(=O)N(C)Cc2ccccc2)n1
 : 0%, 1%, -3%, 6%, 0%, -3%, -1%, -6%, 1%, 0%
Cc1cc(C)c(NC(=O)CS(=O)CC(=O)Nc2ccc(-n3cnnn3)c(C)c2)c(C)c1 (stereo not drawn)
 : -1%, -1%, -1%, -13%, -1%, -2%, -4%, -3%, 0%, 4%
COc1cc(S(=O)(=O)N2CCOCC2)ccc1NC(=O)CSc1n[nH]c(=O)[nH]c1=O
 : -5%, -2%, 5%, 3%, -4%, x, -4%, -1%, u, u
NC(=O)C1CCN(C(=O)C2(NC(=O)Nc3cccc(F)c3)CCCCC2)CC1
 : 5%, -6%, 2%, 10%, -18%, -1%, 8%, 2%, 0%, -17%
CCOc1ccccc1N1CCN(Cc2ccco2)CC1
 : -1%, 1%, 8%, -16%, 3%, -5%, 2%, 2%, -2%, -42%
NC(=O)CC[C@@H]1NC(=O)[C@@H]2CCCN2C(=O)c2cc([N+](=O)[O-])cc(I)c2NCCC[C@@H](C(N)=O)NC1=O
 : 0%, -4%, 6%, 1%, -9%, u, 3%, -2%, 5%, -9%
CCCN1CCN(C(=O)CN2C(=O)CC(C)(C)S(=O)(=O)c3ccccc32)CC1
 : -3%, 0%, -1%, -8%, 2%, -4%, 8%, -11%, 11%, 0%
COc1cc(OC)c(C2SCCCS2)cc1OC
 : -2%, -2%, -1%, -5%, -5%, 1%, -3%, -2%, -6%, -7%
CCn1c(SCC(=O)OCc2ccccc2)nc2c1c(=O)n(C)c(=O)n2C
 : 0%, 1%, x, 18%, 1%, 17%, -11%, -4%, -1%, 8%
COc1cc(SC)ccc1C(=O)NCCOc1ccc(Cl)cc1
 : -2%, 0%, -2%, 0%, -17%, u, -15%, 1%, -16%, u
COc1ccc(-c2nnc(SC3CCOC3=O)n2C2CCCCC2)cc1OC (stereo not drawn)
 : 3%, 0%, x, -1%, 4%, 5%, -3%, 2%, -5%, 6%
O=C(NCCC(=O)N1CCCCC1)c1ccccc1Cl
 : 11%, 8%, 3%, 3%, 13%, 0%, 12%, 17%, 1%, 1%
CCOC(=O)C1=C(COC(=O)CCOc2cc(C)ccc2C)NC(=O)NC1C (stereo not drawn)
 : 1%, -4%, -11%, x, 2%, x, -2%, 1%, -3%, x
CCOC(=O)C1=c2/c(=C/c3ccccc3OC)c(N)c(C#N)n2C(=O)C(c2ccccc2OC)S1 (stereo not drawn)
 : 1%, -5%, x, 1%, x, -4%, 4%, -3%, -1%, 1%
Cc1nonc1NC(=O)CSc1nnc(-c2ccoc2C)n1C
 : -8%, 4%, 3%, -8%, 1%, 0%, -4%, -8%, -2%, 18%
CCC(C)c1ccccc1N1CC(C(=O)N2CCN(S(=O)(=O)c3ccc(F)cc3)CC2)CC1=O (stereo not drawn)
 : -2%, -1%, 12%, x, -13%, x, 5%, -5%, 3%, x
CCOC(=O)Nc1ccc2c(COC(=O)CNS(=O)(=O)c3cccc(Br)c3)cc(=O)oc2c1
 : u, -5%, -3%, -2%, 13%, u, 20%, -1%, -1%, 14%
COc1ccc(N(C(=O)c2cccnc2)S(=O)(=O)c2ccc3c(c2)n(C)c(=O)n3C)cc1
 : -6%, -3%, -3%, 2%, -42%, -5%, -1%, -1%, -2%, -3%
Cc1cccc(NS(=O)(=O)c2cccc(C(=O)NCCCN3CCOCC3)c2)c1
 : -4%, -4%, 3%, x, -2%, x, 0%, -1%, 2%, x
O=C(N/N=C/C(Br)=C/c1ccccc1)c1cccnc1
 : u, 1%, -11%, 2%, 7%, u, u, 12%, 13µM*, u
Cc1ccc2c(c1)c1c(n2CC(O)CN2CCOCC2)CCCC1 (stereo not drawn)
 : -2%, 0%, x, 6%, x, -1%, x, 15%, -2%, -4%[1.91 µM]
O=[N+]([O-])c1cccc(Cl)c1N1CCOCC1
 : 4%, -1%, 2%, 4%, -9%, 11%, -2%, -9%, 3%, -3%
O=C1c2cccc(OCC(=O)N3N=C(c4cccs4)CC3c3ccc(F)cc3)c2CCN1Cc1ccccc1 (stereo not drawn)
 : -2%, -3%, 0%, -1%, -31%, 29%, -14%, -4%, 9%, -22%
CN(c1ccccc1C(=O)Nc1ccc(S(=O)(=O)N2CCOCC2)cc1)S(C)(=O)=O
 : 1%, 2%, 1%, 3%, -10%, -20%, -13%, 2%, 1%, 1%
COc1ccc(C(=O)COC(=O)CNC(=O)c2ccccc2)cc1F
 : -3%, 1%, -9%, x, 30%, x, -4%, -1%, -14%, x
COc1ccc(NC(=O)C2CSC3c4ccccc4C(=O)N23)cc1 (stereo not drawn)
 : -2%, 0%, 1%, 14%, -16%, -8%, 4%, -2%, 1%, 42%
O=[N+]([O-])c1ccc2c3n([n+]([O-])c2c1)CCN=C3c1ccc(Cl)cc1
 : 1%, 5%, u, x, 0%, x, 26%, 18%, -10%, x
COc1ccc([N+](=O)[O-])cc1N(CC(=O)NCc1ccco1)S(C)(=O)=O
 : -3%, -1%, 3%, -13%, -13%, u, -3%, -3%, 3%, -7%
Cc1c(C(=O)N(C)C2CCCCC2)sc2ncnc(N3CCN(c4ccccc4)CC3)c12
 : -10%, 2%, -5%, u, -72%, 7%, -2%, -1%, 0%, u
CCc1cc(C(=O)NNC(=O)CCl)sc1C
 : -7%, -16%, u, 17%, -35%, x, -11%, 0%, 2%, 10µM*
CCN1CCN(CCNC(=O)c2ccc(CS(=O)c3ccc(Cl)cc3)o2)CC1 (stereo not drawn)
 : 0%, -2%, 1%, -2%, 2%, 0%, -8%, -2%, 2%, 0%
O=C(Nc1cc(Cl)cc(Cl)c1)c1cccc(OC(F)F)c1
 : -14%, 1%, 2%, 0%, -76%, 1%, 6%, u, u, u
O=C(NCC1CCCN1S(=O)(=O)c1cccs1)c1ccc([N+](=O)[O-])cc1 (stereo not drawn)
 : 10%, 1%, -2%, x, -21%, x, 1%, -4%, 5%, x
C=C1C(O)[C@@H]2O[C@]3(CC[C@H](/C=C/C(C)[C@@H]4CC(C)=CC5(O[C@H](C[C@@](C)(O)CO)CCC5O)O4)O3)CC[C@H]2O[C@@H]1C(O)CC(C)[C@H]1OC2(CCCCO2)CCC1C (stereo partly drawn)
 : u, x, u, x, -56%, x, -5%, x, x, x
Cc1ccc(Cc2cnc(NC(=O)/C(C#N)=C/c3ccc(-c4ccccc4[N+](=O)[O-])o3)s2)cc1
 : 1%, -4%, 1%, 4.5µM*, -17%, -5%, -6%, -3%, 2%, 2.2µM*
CCCCCOc1ccc(C(=O)CCC(=O)NNC(=O)c2ccncc2)cc1
 : 5%, 7%, 5%, x, 4%, x, 1%, 12%, 1%, x
O/N=C/c1ccc2cccc(O)c2n1
 : -4%, 1%, 15%, u, 37%, u, 4%, -4%, u, 11µM*
Clc1ccc(-n2ncc3c(N4CCCC4)ncnc32)cc1
 : 0.18µM*, 0.5µM*, -2%, u, 158%, -8%, x, 0.32µM*, 0.34µM*, u
CCc1nnc(NC(=O)CSc2nc(C)cc(C)c2C#N)s1
 : u, u, -15%, -2%, -30%, 9%, -5%, 0.5µM*, u, -36%
Cc1cc(C)c(NC(=O)Cc2ccc(-n3cccc3)cc2)c(C)c1
 : 0%, -4%, -2%, -8%, -29%, -25%, -6%, -9%, -1%, 9%
Cc1cccc(N2CCN(S(=O)(=O)c3ccc(-c4cc(C)no4)s3)CC2C)c1 (stereo not drawn)
 : 0%, -4%, 0%, 2%, -10%, -5%, 3%, 0%, 2%, 2%
COc1cc(-c2cc3nc(C)c(C)c(=O)n3[nH]2)cc(OC)c1OC
 : 0%, 0%, 0%, 14%, -14%, -5%, 1%, -6%, -5%, 0%
COc1ccccc1NC(=O)CSc1nncn1-c1cccnc1
 : -1%, -4%, -16%, -14%, 4%, -5%, -6%, -4%, 2%, -20%
CCc1noc(C)c1C(=O)NNC(=O)c1ccccc1
 : 2%, -6%, -5%, x, 23%, x, 5%, 9%, x, x
Cc1ccc(N/N=C(\Cc2nc3ccccc3[nH]2)c2ccccc2)cc1
 : u, -22%, -6%, u, -62%, -2%, u, -12%, u, u
COc1ccc(CCC(C)NCc2ccc(C(F)(F)F)cc2)cc1 (stereo not drawn)
 : 0%, -11%, -29%, -3%, -7%, -8%, -9%, 3%, -4%, -8%
CN1CCC(N(C)C(=S)Nc2ccc(F)cc2)CC1
 : -3%, -2%, 0%, -7%, -34%, -4%, 6%, 1%, -4%, -4%
CCn1c(=O)c2ccccc2n(CC(=O)NC2CCCCC2)c1=O
 : 2%, 3%, 3%, -3%, 0%, 13%, -1%, 1%, -4%, -7%
